Compound activity from PubChem.
CRFBP-R2 block: CRF-BP/CRF-R2 complex antagonism | hit rate 0.59% among 350,000 | inhibition, % at 11.8 µM | HEK293 CRF-R2/CRF-BP, CRF-induced calcium fluorescence;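 active = inhibition of the ligand-induced calcium signal above about 50% at the single tested concentration, limit read from the data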
CHRM4 agonist: agonists of human muscarinic M4 receptor (CHRM4). P08173. CHO-K1 hM4/Gqi5, Fluo-8 calcium fluorescence; vehicle 0%, full acetylcholine response 100%. activation, % at 3 µM. hit rate 0.14% among 360,000. AID 624127;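 active = activation above the run mean over all test wells plus 3 SD, cut at about 32% in these data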;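 also: peak over basal fluorescence ratio per well then scaled between controls; 0% = DMSO wells and 100% = acetylcholine at EC100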
Target sequence (P08173 whole entry, looked up): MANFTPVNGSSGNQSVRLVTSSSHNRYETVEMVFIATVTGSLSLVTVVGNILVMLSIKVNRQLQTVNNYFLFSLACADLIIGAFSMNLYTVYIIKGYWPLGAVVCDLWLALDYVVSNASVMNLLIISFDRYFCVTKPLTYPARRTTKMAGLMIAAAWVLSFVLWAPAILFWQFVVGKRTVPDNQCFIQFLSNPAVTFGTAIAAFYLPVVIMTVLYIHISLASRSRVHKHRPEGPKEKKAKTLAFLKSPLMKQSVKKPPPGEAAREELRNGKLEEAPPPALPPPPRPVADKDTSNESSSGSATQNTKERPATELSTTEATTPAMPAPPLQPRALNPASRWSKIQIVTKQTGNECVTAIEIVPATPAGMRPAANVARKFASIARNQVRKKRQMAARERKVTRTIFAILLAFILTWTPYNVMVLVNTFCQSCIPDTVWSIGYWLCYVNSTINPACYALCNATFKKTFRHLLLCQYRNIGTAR
CHRM5 agonist: CHRM5 agonism in calcium assay | P08912 | hit rate 0.19% among 360,000 | activation, % at 3 µM | CHO-K1 hM5 cells, Fluo-8 calcium fluorescence; 0% DMSO wells, 100% maximal acetylcholine response;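 active = activation above the run's mean over test compounds plus 3 SD, cut at about 23% in these data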;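 also: signal is peak over basal fluorescence ratio across the kinetic read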
Target sequence (P08912 whole entry, looked up): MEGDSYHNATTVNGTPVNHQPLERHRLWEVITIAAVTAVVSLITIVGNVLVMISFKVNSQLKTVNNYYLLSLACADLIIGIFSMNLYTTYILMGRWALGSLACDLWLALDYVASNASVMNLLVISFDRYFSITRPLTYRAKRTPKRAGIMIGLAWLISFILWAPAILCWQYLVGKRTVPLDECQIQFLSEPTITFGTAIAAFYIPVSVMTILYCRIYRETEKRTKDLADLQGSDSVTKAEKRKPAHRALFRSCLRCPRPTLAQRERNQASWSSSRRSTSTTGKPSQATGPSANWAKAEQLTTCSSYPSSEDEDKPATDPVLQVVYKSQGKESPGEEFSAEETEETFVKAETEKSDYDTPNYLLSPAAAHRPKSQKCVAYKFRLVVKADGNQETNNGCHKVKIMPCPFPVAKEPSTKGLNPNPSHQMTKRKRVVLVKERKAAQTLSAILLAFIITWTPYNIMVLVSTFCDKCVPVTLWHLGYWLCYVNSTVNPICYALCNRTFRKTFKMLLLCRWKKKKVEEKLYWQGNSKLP
IDE cell inh: inhibitors of human insulin-degrading enzyme in cells; P14735; HEK cells, FAbetaB cleavage, fluorescence polarization; inhibition, % at 5.59 µM; hit rate 0.41% among 320,000;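 active = percent inhibition above the average of all tested compounds plus 3 SD, set per screening campaign, cut at about 16% in these data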;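 also: IDE supplied by intact live HEK cells; FP after avidin binding of uncleaved biotin substrate so inhibition keeps polarization high; 0% = DMSO wells and 100% = 60 µM reference IDE inhibitor Ii1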
M5 PAM: potentiates acetylcholine response at human M5 receptor; P08912; CHO-K1 hM5, Fluo-8 calcium, ACh EC20 PAM; 0% = ACh EC20, 100% = ACh EC100; activation, % at 3 µM; hit rate 0.3% among 360,000; AID 624038;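 active = activation above the run cutoff, the mean activation of all test compounds plus 3 SD, cut at about 18% in these data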
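Assay system: CHO-K1 hM5 cells. Also added: acetylcholine at EC20 concentration, added after compound. Dosing: 3 µM, single dose. Times: compound preincubation 140 s before EC20 acetylcholine addition. Signal: Fluo-8 calcium fluorescence. Measure: % activation relative to EC20 and EC100 ACh responses. Repeats: singlicate, one well per test compound.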
M4 antag: CHRM4 antagonism in calcium assay; inhibition, % at 3 µM; AID 624125; P08173; CHO-hM4 cells, ACh EC80, Fluo-8 calcium fluorescence; hit rate 0.73% among 360,000;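 active = inhibition above its plate's cutoff, the mean inhibition of sample wells plus 3 SD, cut at about 27% in these data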;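 also: 0% = acetylcholine EC80 with DMSO and 100% = DMSO without agonist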
CRFBP-R2 agonist: CRF-BP/CRF-R2 complex agonism; AID 588473; HEK293 CRF-R2/CRF-BP, calcium dye fluorescence (FLIPR); percent of saturating CRF peptide response; activation, % at 13.2 µM; hit rate 0.46% among 350,000;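 active = activation of at least 50%, plus an integration ratio under a set limit after plate pattern correction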;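 also: plate controls were neutral control wells without compound for no effect and CRF at EC100 for full effect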
CHRM5 antagonist: CHRM5 antagonism in calcium assay; inhibition, % at 3 µM; hit rate 0.59% among 360,000; CHO-hM5 cells, Fluo-8 calcium fluorescence, ACh EC80;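 active = inhibition above a per-plate cutoff, the mean of that plate's test compounds plus 3 SD, cut at about 27% in these data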;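 also: 0% = acetylcholine EC80 with DMSO and 100% = DMSO without agonist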
CHRM4 PAM: positive allosteric modulators of human muscarinic M4 receptor. activation, % at 3 µM. hit rate 0.4% among 360,000. CHO-K1 hM4/Gqi5, Fluo-8 calcium fluorescence, ACh EC20; 0% = ACh EC20, 100% = maximal ACh;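 active = activation above its plate's cutoff, the mean activation of sample wells plus 3 SD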; also: some results filed as inactive read as strong as hits
Numbers without * were called inactive; . = no result given.

SMILES	CRFBP-R2 block	CHRM4 agonist	CHRM5 agonist	IDE cell inh	M5 PAM	M4 antag	CRFBP-R2 agonist	CHRM5 antagonist	CHRM4 PAM
COc1ccc(NC(=O)CSc2nc(N)c3cc4c(nc3n2)CCCC4)c(OC)c1	22	-1	0	-3	-2	-6	0.1	1	11
CCN(CC)S(=O)(=O)c1ccc(OC)c(NC(=O)CSc2cc(Cl)ccc2Cl)c1	3	0	-2	-4	1	4	1.0	6	-7
O=C1CN(C(=O)OCc2ccccc2)c2ccccc2N1	12	0	0	3	9	4	0.0	-7	8
COc1cc2c(cc1OC)C(C)N(C(=O)c1c(-c3ccccc3)noc1C)CC2 (stereo unspecified)	-5	0	-1	0	-2	8	-4.1	3	-2
O=C(NN=Cc1ccc(O)c(O)c1)c1ccccc1	.	0	4	.	7	-4	.	-11	-2
O=C(c1ccco1)c1nnn(Cc2ccccc2)c1-c1ccccc1	23	6	0	1	0	-4	-1.0	6	-2
COc1cc(C(=O)NC2CCCCC2)ccc1OCc1ccc(Cl)cc1Cl	-5	0	-4	-1	3	4	1.2	3	1
CC(=O)Nc1ccc(NC(=O)C(C)OC(=O)CNC(=O)c2ccc(-c3ccccc3)cc2)cc1 (stereo unspecified)	-8	2	5	-6	0	9	-1.7	2	5
C#CCn1c(=NC(=O)CSCC(=O)N2CCOCC2)sc2ccccc21	0	6	-2	4	-4	-9	-0.9	1	-5
O=C(Nc1cccc(F)c1)c1ccccc1-c1ccccc1	16	0	-5	1	-1	11	0.1	2	8
COc1ccccc1NCC(=O)n1nc(C)cc1C	12	0	-2	3	-6	3	0.3	2	-6
Cn1cnnc1Sc1nc2c(c(=O)n(C)c(=O)n2C)n1Cc1ccccc1Cl	-22	0	-7	0	-6	-1	1.5	1	8
CCCCCCCCN1C(=O)[C@H](CC(=O)N2CCCC2)C[C@@]2(C(=O)OC)CCCCC=C12	.	0	-4	.	-11	-31	.	-6	6
Cc1ccc(-n2ncc3c(=O)n(CC(=O)NCc4ccco4)cnc32)cc1C	-7	3	1	-2	-3	-8	-0.7	-2	6
CCn1nc(C(=O)OCC(=O)c2ccc(F)cc2)c2ccccc2c1=O	-4	7	-5	1	-4	-8	-1.7	-7	28*
COC(=O)c1sc2ccccc2c1C(=O)OC	2	1	-1	.	2	10	-4.7	-1	-2
CCOC(=O)N1CCN(CC(=O)Nc2cc3c(cc2C(C)=O)OCO3)CC1	6	0	1	3	0	-5	-0.4	1	4
Cc1cc(N2CCN(C)CC2)nc2ccc(NC(=S)N3CCN(c4ccc(Cl)cc4)CC3)cc12	-5	2	-6	4	-4	0	-1.6	11	-4
O=C(O)C1CCCCC1C(=O)Nc1ccccc1F (stereo unspecified)	1	1	-1	0	-4	10	0.4	2	1
CC(C)(C(=O)N1CCC1(C)C(=O)NS(=O)(=O)c1cccc(Cl)c1)c1ccccc1 (stereo unspecified)	.	0	1	.	4	-11	.	-5	2
CC(C)(C)C(=O)CSc1ncnc2sc3c(c12)CCC3	-17	4	1	-1	-3	1	0.7	2	5
COc1ccc(NC(=O)COC(=O)C2CCN(C(=O)c3ccc(Cl)cc3)CC2)c([N+](=O)[O-])c1	-18	7	5	3	-8	-2	-2.9	13	-4
Cc1cccc(C)c1NC(=O)C(NC=O)c1ccccc1Cl (stereo unspecified)	-12	0	-6	9	-4	-5	-0.7	-2	3
COc1ccc(NC(=O)COc2ccc3c(C)cc(=O)oc3c2)cc1S(=O)(=O)N1CCCCC1	27	1	-4	-1	2	4	3.0	9	-1
O=C(O)C1CCN(S(=O)(=O)Cc2ccccc2)CC1	-15	0	-2	3	-4	8	1.1	6	-5
Later entries:
SMILES	CRFBP-R2 block	CHRM4 agonist	CHRM5 agonist	IDE cell inh	M5 PAM	M4 antag	CRFBP-R2 agonist	CHRM5 antagonist	CHRM4 PAM
COC(=O)c1ccc(C23CC4(C2)[C@H](CN(C)[C@@H]4c2ccccc2)C3c2ccc(Cl)nc2)cc1 (stereo partly specified)	15	4	-8	-1	-6	15	0.2	14	-17
CN(C)CCN1CCc2ccccc21	11	1	-15	-7	8	-17	-0.4	4	6
COc1ccc(/C=N/N=C/c2ccc(OC)cc2)cc1	-3	1	-3	.	1	-6	3.1	2	12
COc1ccc(OCc2nc(C#N)c(NCCCn3ccnc3)o2)cc1	6	1	-5	4	7	-10	-1.9	7	2
CCOc1ccc(Br)cc1S(=O)(=O)Nc1ccc(S(=O)(=O)Nc2cc(C)on2)cc1	-2	1	1	-1	-2	-7	1.7	7	5
O=C1CC(c2ccccc2)CC2=C1C1(CCCC1)N=C(Nc1nc3ccccc3o1)N2 (stereo unspecified)	.	0	1	.	-1	-1	.	5	-3
CCC(=O)N(CCc1ccccc1)Cc1cc2cc3c(cc2[nH]c1=O)OCO3	-10	0	-2	7	-2	-8	-1.2	-3	13
CC(=O)c1c(N2CCOCC2)nc(=S)n(-c2ccccc2)c1C	12	0	-4	4	-9	7	-1.2	0	-11
Cc1cc(=O)oc2cc(OCCSCCN3CCCC3)ccc12	-2	2	-6	2	2	11	-0.2	-10	-9
COC(=O)c1sccc1NC(=S)N1CCN(c2cccc(C)c2C)CC1	28	0	-3	7	-4	-8	-0.5	6	2
CCN(CC)C(=O)CSc1nc2cc3c(cc2c(=O)n1CCCCCC(=O)NCc1ccc(OC)cc1)OCO3	21	0	-2	7	6	-8	-0.9	4	0
CN(C)c1ccc(-c2cc([C@H]3[C@@H]4C=CCC[C@@]4(C)C(=O)N3Cc3ccccc3)ccc2F)cc1	10	0	2	2	4	0	-2.4	8	-6
O=C1C2C3C=CC(C3)C2C(=O)N1Nc1ccc([N+](=O)[O-])cc1[N+](=O)[O-] (stereo unspecified)	7	2	-3	-1	11	-18	0.1	-1	9
COC(=O)C1=C(CS(=O)(=O)c2ccccc2)NC(=O)NC1c1ccccc1 (stereo unspecified)	-2	1	-1	3	0	0	-1.4	4	-2
O=C(O)c1ncn(Cc2ccc(Br)cc2)c1C(=O)O	7	0	-2	-3	0	1	-3.7	-5	3
COc1ccc(Cc2c(C3CCCCC3)nc3ccc(Cl)cn23)c(C)c1	.	1	-2	.	-2	4	.	0	-11
CCCNC(=O)CSc1nc(COc2ccccc2)nc2ccccc12	1	2	0	8	1	6	-0.5	-2	-5
O=C(COc1ccc(Cl)cc1[N+](=O)[O-])N1CCCCC1	-4	16	-1	2	-10	-7	-3.9	10	-6
Cc1ccc(C(=O)Nc2nc(-c3ccccn3)cs2)o1	-11	3	1	-2	1	4	1.1	-4	-2
CCOC(=O)CNC(=O)N1CCCC(Cc2ccccc2)(C(=O)OCC)C1 (stereo unspecified)	24	0	8	2	-1	-16	-1.9	-31	5
COC(=O)C(C#N)C(c1cccnc1)c1c(C)[nH][nH]c1=O (stereo unspecified)	-11	2	2	-5	-1	-4	0.3	-3	4
Cc1cc(=O)[nH]c2nnc(SCC(=O)N3CC(C)OC(C)C3)n12 (stereo unspecified)	-4	1	0	-1	-1	-1	-0.9	8	3
COc1cccc(OC)c1C(=O)Nc1ccccc1C(=O)N1CCOCC1	11	1	-5	3	-13	-1	3.5	33*	0
C[C@@H]1CN([C@H](C)CO)C(=O)CCCn2nncc2CO[C@@H]1CN(C)S(=O)(=O)c1ccc2c(c1)OCCCO2	-9	1	1	.	5	5	-1.1	-9	-2
Cc1[nH]n(-c2ccc(Cl)cc2)c(=O)c1/C=N/n1c(C)nc2ccccc2c1=O	-11	1	5	0	3	3	5.1	9	5
Additional records.
SMILES	CRFBP-R2 block	CHRM4 agonist	CHRM5 agonist	IDE cell inh	M5 PAM	M4 antag	CRFBP-R2 agonist	CHRM5 antagonist	CHRM4 PAM
CC(=O)c1sc(N2CCOCC2)nc1-c1ccccc1	-4	3	-1	4	4	-3	5.8	5	9
Cc1cc(C)n2nc(C(=O)OCC(=O)c3ccccc3)nc2n1	-3	0	3	2	-1	-1	4.6	2	6
CCOC(=O)Cc1c(C)nc2c(C#N)c[nH]n2c1=O	19	0	1	-1	0	-3	6.4	-1	7
CCOC(=O)c1cc2occc2n1CC(=O)NCCOC	-8	0	-1	0	4	14	-0.8	-4	-4
CCOc1ccccc1NC(=O)C(CC(C)C)NC(=O)C1CCCCC1 (stereo unspecified)	16	-1	-8	-5	5	3	-1.5	8	-2
CCOC(=O)C1(C)CCN1C(=O)/C=C/c1ccccc1 (stereo unspecified)	.	2	2	.	-3	-8	.	7	1
C/C(=N\O)C(C)(C)NC(=O)Nc1ccc(Cl)cc1	-1	1	0	6	6	-15	-2.3	-2	6
CCc1ccc([C@H]2[C@@H]3C(=O)C[C@@H]4C(=O)N(C5CCCCC5)C(=O)[C@@H]4[C@@H]3CN2S(=O)(=O)c2ccc(C)cc2)cc1	.	1	-1	.	0	-10	.	-4	4
O=C(Cc1cc(=O)[nH][nH]1)N/N=C/c1cccc2ccccc12	21	1	-2	3	-6	-6	0.9	9	4
CCc1cccc(CC)c1NC(=O)C(CC)Sc1nc2ccsc2c(=O)n1CCC(=O)O (stereo unspecified)	0	0	1	.	-2	-3	-0.6	-3	0
C[C@@H]1C=C(C(=O)N2CCN(Cc3ccc4c(c3)OCO4)CC2)O[C@H](OCCCCO)C1	-10	1	1	-3	-4	2	-0.2	14	3
C=CCN(CC=C)C(=O)c1ccccc1NC(=O)c1ccccc1C	-1	1	-1	0	-4	2	0.3	4	0
O=[N+]([O-])c1cccnc1N1CCN(Cc2ccc3c(c2)OCO3)CC1	14	1	-20	6	-8	1	0.0	15	-7
Cc1c(Nc2cc(=O)oc3ccccc23)c(=O)n(-c2ccccc2)n1C	-20	1	6	2	-5	8	4.2	7	-4
CN(CCOc1ccc(Cl)cc1)C(=O)CN1C(=O)NC2(CCCCC2)C1=O	-3	6	-2	-3	1	-5	-0.5	-4	-7
Cc1cccc(/C=N/n2c(-c3ccccc3)n[nH]c2=S)c1O	0	1	3	-2	-1	-11	0.4	0	2
Cc1ccc(N/C=C/C(=O)c2ccc(C)cc2)cc1	5	0	-4	-3	-3	5	2.3	-11	-5
CCOC(=O)CSc1nc2c(c(=O)n1-c1ccc(OC)cc1)SCC2	-16	-2	2	2	-3	-17	-0.1	-3	-3
CC(=O)Nc1cccc(NC(=O)CSc2nnc(NC(=O)C3CC3)s2)c1	7	0	-2	1	3	1	0.2	1	1
Cc1ccccc1-c1nnc(SCC#N)o1	-5	1	-1	0	-2	3	0.3	3	-3
CCOC(=O)Nc1ccc2c(c1)N(C(=O)CCN1CCN3CCCC3C1)c1ccccc1CC2 (stereo unspecified)	2	2	-6	-1	-4	-6	1.6	-3	-1
CCCCNC(=O)Cc1c(O)c2ccccc2[nH]c1=O	14	0	-2	-1	2	10	-0.5	-1	7
CN(C(=O)COC(=O)CSc1ccc([N+](=O)[O-])cc1)c1ccccc1	13	5	-2	0	-4	-8	-5.7	7	-1

Entries from the list above that contain fluorine (four):
SMILES	CRFBP-R2 block	CHRM4 agonist	CHRM5 agonist	IDE cell inh	M5 PAM	M4 antag	CRFBP-R2 agonist	CHRM5 antagonist	CHRM4 PAM
O=C(Nc1cccc(F)c1)c1ccccc1-c1ccccc1	16	0	-5	1	-1	11	0.1	2	8
CCn1nc(C(=O)OCC(=O)c2ccc(F)cc2)c2ccccc2c1=O	-4	7	-5	1	-4	-8	-1.7	-7	28*
O=C(O)C1CCCCC1C(=O)Nc1ccccc1F (stereo unspecified)	1	1	-1	0	-4	10	0.4	2	1
CN(C)c1ccc(-c2cc([C@H]3[C@@H]4C=CCC[C@@]4(C)C(=O)N3Cc3ccccc3)ccc2F)cc1	10	0	2	2	4	0	-2.4	8	-6
